TCR act: activates T cell receptor signaling | Potency, µM (series often up to 9.22 µM), for inactives: at the highest dose activation of IL-2 secretion, hits mostly activators | primary human leukocytes, anti-CD3, IL-2 HTRF, 48 h | 330,000 tested, under 10 active | AID 504894; further: % of control where 0% means no effect
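Primary human leukocytes receive a-CD3 beads and test compound and are incubated 48 hr. Secreted IL-2 is then assayed by HTRF, measuring 665nm acceptor emission after 320nm excitation of the europium donor.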
a7 integrin act: integrin-mediated muscular dystrophy alleviation activation. alpha7betagal myoblasts, beta-gal FDG fluorescence, 48 h. Potency, µM (titrated, usually from 38.3 µM), for inactives: at the highest dose activation, most hits filed as activators. hit rate 0.064% among 350,000. AID 624291;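 further: potency means the concentration at half of the fitted maximal effect; 100% = response of the positive control SU9516; nearly all actives have a fitted effect of over 60% in size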
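alpha7betagal+/- myoblasts (passage 13, 250/well) treated 48 h at 37C with compounds at 1:260 dilution of DMSO stock. Lysed, then beta-galactosidase activity read as FDG fluorescence (ex 480/em 540) after 30 min, with pre-read for autofluorescence.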
TSG101-PTAP inh: blocks PTAP/TSG101 interaction to inhibit HIV-1 budding. Q99816. Fluorescence polarization, FITC-PTAP peptide / Tsg101 binding. Potency, µM (series often up to 115 µM), inactives show at the top dose activity change, negative = inhibition, most hits filed as inhibitors. 340,000 tested, under 10 active; active means well fitted inhibition curve with a large enough effect in the main read-out, with a control signal flat, not every such curve was filed as active; inconclusive means small, poorly fitted or top-dose-only effect, or effect the other way, or a change in a side signal; inactive means no such curve, though single readings can be large or run the other way; further: potency means the concentration at half of the fitted maximal effect; % of control where 0% means no effect
Target sequence (Q99816 whole entry, looked up): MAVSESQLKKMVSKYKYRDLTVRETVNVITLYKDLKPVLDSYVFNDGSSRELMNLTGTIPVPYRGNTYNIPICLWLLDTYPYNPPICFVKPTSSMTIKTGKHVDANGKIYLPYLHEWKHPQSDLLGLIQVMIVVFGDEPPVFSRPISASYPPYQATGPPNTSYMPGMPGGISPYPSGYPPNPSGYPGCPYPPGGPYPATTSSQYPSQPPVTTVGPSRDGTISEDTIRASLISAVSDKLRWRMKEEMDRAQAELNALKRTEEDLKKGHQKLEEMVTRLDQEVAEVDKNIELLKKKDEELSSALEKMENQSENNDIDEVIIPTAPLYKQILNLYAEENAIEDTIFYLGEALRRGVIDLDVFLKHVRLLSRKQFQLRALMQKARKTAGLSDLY
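FP read-out: FITC-PTAP peptide, 50 nM final, binding Tsg101 binding domain, 10 uM final; 20 min, r.t.; 10 mM HEPES pH 7.5, 0.15 M NaCl, 0.01% Tween 20, 3 mM EDTA, 0.1 mM TCEP.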
S-ASM inh: inhibitors of human secretory acid sphingomyelinase; placental ASM, HMU-PC fluorogenic substrate, 60 min; Potency, µM (doses to about 57.5 µM), inactives show top-dose activity change, negative = inhibition, actives largely listed as inhibitors; hit rate 0.006% among 340,000; AID 504937; further: potency means the concentration at half of the fitted maximal effect
Target sequence (P17405 47-631 limits assumed): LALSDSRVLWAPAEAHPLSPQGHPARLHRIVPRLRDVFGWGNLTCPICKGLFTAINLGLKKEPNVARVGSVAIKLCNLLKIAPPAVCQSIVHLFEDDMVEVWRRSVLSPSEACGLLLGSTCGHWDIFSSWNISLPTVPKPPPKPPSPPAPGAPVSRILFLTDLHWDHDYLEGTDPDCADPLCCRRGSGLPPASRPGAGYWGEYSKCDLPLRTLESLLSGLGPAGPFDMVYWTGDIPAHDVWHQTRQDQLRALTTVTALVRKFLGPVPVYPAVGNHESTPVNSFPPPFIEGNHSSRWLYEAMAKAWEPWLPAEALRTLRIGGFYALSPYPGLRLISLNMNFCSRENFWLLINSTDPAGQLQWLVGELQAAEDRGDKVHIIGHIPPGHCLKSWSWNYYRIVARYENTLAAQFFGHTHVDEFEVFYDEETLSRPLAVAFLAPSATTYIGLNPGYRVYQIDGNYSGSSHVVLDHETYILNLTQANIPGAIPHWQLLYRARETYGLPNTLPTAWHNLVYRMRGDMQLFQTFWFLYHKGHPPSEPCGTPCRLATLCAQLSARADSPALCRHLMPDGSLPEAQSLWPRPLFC
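qHTS format. ASM enzyme prepared from human placenta hydrolyses the fluorogenic substrate HMU-PC0 (9 uM final) over 60 min at 37 °C after a 10 min compound preincubation.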
The depositor's hits bear a star; i = inactive; ? = inconclusive; . = no result given; [ ] = another dose, or the depositor's remark. Unless noted, the call rests on the fitted dose curve; in most records, active means well fitted curve in the direction sought with a large enough effect; inconclusive means small, poorly fitted or top-dose-only effect, or another doubt; inactive means no such curve, though single readings can be large; an effect the other way counts as inactive or inconclusive.

TCR act,a7 integrin act,TSG101-PTAP inh,S-ASM inh,canonical_smiles
1%,35%,-2%,3%,O=S(=O)(c1ccccc1)C1Cc2ccccc2C1Cl (centres undefined)
-2%,-1%,-1%,0%,CC(C)(C)C(=O)N1CCC2CC1c1cc(Cl)ccc12 (centres undefined)
-2%,1%,-4%,-5%,O=[N+]([O-])c1cccnc1Sc1ccc(Br)cc1
-5%,8%,-3%,4%,COc1cccc(CC(NC(C)=O)C(=O)NC2CCN(c3c4c(nc5ncnn35)CCC4)CC2)c1 (centres undefined)
0%,-51%[inhibitor],-7%,4%,COc1ccc(C(CNC(=O)c2ccc(C)c(S(=O)(=O)N3CCCCC3)c2)N2CCCC2)cc1 (centres undefined)
6%,-5%,0%,2%,COC(=O)[C@@H](Cc1ccccc1)NC(=O)CC[C@H]1O[C@@H](n2cc(C)c(=O)[nH]c2=O)C[C@@H]1O
1%,-12%,-6%,3%,Cc1ccc(NC(=O)c2cc(S(=O)(=O)N3CCOCC3)ccc2Cl)cc1S(=O)(=O)N1CCOCC1
-1%,-15%,0%,14%,COc1ccc(C(CNC(=O)c2cccc(NS(=O)(=O)c3ccccc3)c2)N2CCCC2)cc1 (centres undefined)
-1%,8%,-9%,-2%,Cc1ccc(S(=O)(=O)Nc2ccc3ncccc3c2[N+](=O)[O-])cc1
-3%,14%,0%,5%,CC(C)C[C@@H](CN)NC(=O)c1nc[nH]c1C(=O)N[C@@H](Cc1ccccc1)C(=O)CNC[C@H](C)NC(=O)c1nc[nH]c1C(=O)N[C@@H](CC(=O)O)C(=O)O
-4%,2%,-3%,1%,COCCN(C(=O)COC(=O)C12CC3CC(CC(C3)C1)C2)c1c(N)n(Cc2ccccc2)c(=O)[nH]c1=O
-8%,-3%,0%,-1%,S=C1NC[C@H](Cc2ccccc2)N1CC1CCN(CCCC2CCCC2)CC1
-4%,15%,?,-14%,CN(N=Cc1cccc2cccnc12)c1ccc([N+](=O)[O-])cc1[N+](=O)[O-]
-9%,-27%,3%,0%,CC[N+]1(C)CCC(O)(c2ccc(OC)cc2)C(C(=O)c2ccc(OC)cc2)C1 (centres undefined)
3%,?,2%,4%,CC1(C)CSC(C)(C)C(=O)N1
-1%,29%,-3%,3%,Cc1cc(CNC(=O)C2(C(F)(F)F)C/C(=C\CCO)CCCO2)nn1C (centres undefined)
-6%,-40%,0%,0%,COC(=O)C1=C(C(=O)OC)[C@@H]2N(Cc3ccccc3)c3ccccc3[C@@]23C[C@@H](C(=O)OC)N(C(=O)c2cc(C)oc2C)C3=N1
0%,-19%,-2%,-1%,CCOc1ccc2c(c1)OC1(CCC(C)C1)CC2=O (centres undefined)
12%,3%,1%,3%,Cc1cn(CC(=O)NCCCn2ccnc2)c(=O)[nH]c1=O
-2%,19%,0%,4%,O=c1cc(Cc2ccc([N+](=O)[O-])cc2)[nH]c(=O)[nH]1
2%,20%,-9%,-3%,CC1=CC(C)(C)NC(=S)N1c1ccc([N+](=O)[O-])cc1
-5%,4%,-11%,9%,O=C(CC(=O)Nc1ccccc1)Nc1ccccc1
5%,29%,-11%,i,O=C1CCn2c1c(O)c1ccccc1c2=O
6%,7%,-2%,0%,CN(C)N1C(=O)C2C3C=CC(O3)C2C1=O (centres undefined)
2%,-2%,-2%,.,COc1cc2c[n+](C)c3c4ccccc4ccc3c2cc1OC
3%,-29%,3%,-6%,CN1C(=O)C(N=Nc2ccc([N+](=O)[O-])cc2)SC1=S (centres undefined)
3%,8%,-10%,4%,C#CCOCCOCCOCCNc1nc(N2CCN(C(=O)[C@H](CO)n3cc([C@@H](N)C(C)C)nn3)CC2)nc(N2CCN(C(=O)[C@H](CO)n3cc([C@@H](N)C(C)C)nn3)CC2)n1
-3%,-5%,1%,-5%,CCOc1ccc(C=NNC(=O)c2cccc3ccccc23)cc1OCC
5%,0%,-1%,5%,C[C@@H]1CN[C@@H](CCO)/C1=C\c1ccccc1
8%,2%,-3%,9%,O=C(/C=C/c1cccs1)N1CCC2(CC1)Oc1ccc(Cl)cc1C(=O)C21CC(c2ccc(Cl)cc2)=NO1 (centres undefined)
9%,-59%[inhibitor],-3%,-9%,O=C(Nc1ccc(S(=O)(=O)N2CCOCC2)cc1)c1ccc(Cl)c([N+](=O)[O-])c1
-1%,4%,-4%,-18%,COc1ccc(N2CCN(C(=O)CSc3ncnc4scc(-c5ccc(C)cc5)c34)CC2)cc1
-67%,-41%,1%,0%,COCCN(C(=O)c1cc(CN2C(=O)c3ccccc3C2=O)ccc1OC)c1c(N)n(CC(C)C)c(=O)[nH]c1=O
9%,-7%,-1%,-4%,CC1(c2ccccc2)NC(=O)N(CC(=O)NCCN2C(=O)S/C(=C\c3cccnc3)C2=O)C1=O (centres undefined)
0%,12%,2%,0%,COc1ccc(-c2cc(=O)c3c(OC)c(OC)c(OC)c(OC)c3o2)cc1
-5%,13%,-2%,0%,Cc1noc(C)c1NC(=O)N(C)C[C@H]1Oc2c(cccc2N(C)C)C(=O)N([C@H](C)CO)C[C@@H]1C
-1%,-34%,-15%,0%,CCc1c(C#N)c(=O)[nH]c(=O)n1-c1ccccc1
-2%,-13%,2%,-2%,OCC1OC(n2cnc3c(=S)nc[nH]c32)CC1O (centres undefined)
4%,14%,1%,3%,CN(C(=O)c1ccc(NC(=O)Cc2cccc(NC(=O)C3CCN(C(=O)C4CCC4)CC3)c2)cc1)C1CC1
-1%,24%,-7%,-5%,CN1C(=O)c2oc3ccccc3c(=O)c2C1c1cccnc1 (centres undefined)
-1%,5%,-3%,-2%,CC(C)c1ccc(C(C(C(=O)c2ccccc2)N2CCOCC2)N2CCOCC2)cc1 (centres undefined)
-6%,-9%,-5%,-2%,Clc1cc(-c2ccccc2)nc(-c2ccccc2)n1
12%,-1%,-9%,-3%,Cc1[nH]oc(=O)c1N=Nc1ccc2[nH]c(=O)[nH]c2c1
0%,-3%,-8%,11%,CN1c2ccccc2-c2ccccc2S1(=O)=O
1%,13%,-4%,317%[activator],COc1cc(OC)c2c(c1)O/C(=C\c1ccccc1)C2=O
0%,2%,-9%,6%,COC(=O)[C@H](NCc1ccc(OC)c(B(O)O)c1)C(C)C
5%,11%,-5%,-5%,O=S(=O)(c1cc(Cl)cc(Cl)c1)N1CCC2CC1c1cc(Cl)ccc12 (centres undefined)
8%,8%,-5%,45%[activator],Nc1cc(N)cc(-c2nc3ccccc3o2)c1
2%,30%,-5%,0%,COCCN(C(=O)COC(=O)C(C)(C)Oc1ccc(Cl)cc1)c1c(N)n(Cc2ccccc2)c(=O)[nH]c1=O
3%,16%,-1%,3%,COCOc1ccc(C=O)c(O)c1

(further entries)
TCR act,a7 integrin act,TSG101-PTAP inh,S-ASM inh,canonical_smiles
-5%,-8%,0%,-1%,O=S1(=O)CCOC[C@H](Cc2ccccc2)N1Cc1ccccc1
3%,-36%,0%,8%,O=c1c2ccccc2ncn1-c1cccc([N+](=O)[O-])c1
-6%,-2%,-5%,121%[activator],CCC1NC(=O)c2ccccc2N1c1cccc(Cl)c1 (centres undefined)
5%,17%,-7%,0%,N#CCC(=O)N1CCN(Cc2ccc3c(c2)OCO3)CC1
1%,27%,0%,0%,O=C1CCCN1CC(O)CS(=O)(=O)Cc1ccc(Cl)cc1 (centres undefined)
1%,-13%,-2%,31%,CC(C)CN(C(=O)COC(=O)c1cc(=O)[nH]c2ccccc12)c1c(N)n(Cc2ccccc2)c(=O)[nH]c1=O
3%,14%,0%,56%[activator],CCOC(=O)c1cc2c(=O)n3ccccc3nc2n(Cc2ccc(Cl)cc2)c1=N
0%,4%,-3%,5%,CN(c1ccccc1)S(=O)(=O)c1ccc(NC(=O)c2ccccc2C(=O)O)cc1
-4%,4%,0%,1%,CC(NC(=O)CN1C(=O)NC2(CCCCC2)C1=O)c1ccc(S(N)(=O)=O)cc1 (centres undefined)
-2%,-10%,-5%,-3%,O=C1C=CC(=O)N1Cc1cccnc1
0%,3%,2%,7%,Clc1nc2ccccc2cc1-c1nnn(-c2ccccc2Br)n1
-1%,-4%,-4%,15%,CCOC1=CC(=O)OC(c2ccccc2)C1 (centres undefined)
1%,?,0%,11%,COc1ccc(CNC(=O)COC(=O)C2=Cc3ccccc3OC2)cc1
2%,-15%,0%,3%,CCc1ccc(CNCCNC(=O)c2ccco2)cc1
3%,-12%,1%,-1%,CC(=O)CSc1nnc(-c2ccc(S(=O)(=O)N3CCC(C)CC3)cc2)o1
-5%,-46%[inhibitor],-7%,-2%,COc1cc(CCNC2=CC(=O)c3ncccc3C2=O)ccc1O
4%,20%,1%,-16%,O=C(OCc1ccccc1Cl)c1cc([N+](=O)[O-])ccc1N1CCOCC1
0%,2%,0%,-4%,CC(C)C(=O)NCCc1nc(-c2ccccc2)no1
0%,17%,-5%,3%,O=C(CCCc1ccncc1)c1ccccc1

A draw from above in order of molar mass, smallest number first:
TCR act,a7 integrin act,TSG101-PTAP inh,S-ASM inh,canonical_smiles
1%,?,0%,11%,COc1ccc(CNC(=O)COC(=O)C2=Cc3ccccc3OC2)cc1
-4%,4%,0%,1%,CC(NC(=O)CN1C(=O)NC2(CCCCC2)C1=O)c1ccc(S(N)(=O)=O)cc1 (centres undefined)
0%,4%,-3%,5%,CN(c1ccccc1)S(=O)(=O)c1ccc(NC(=O)c2ccccc2C(=O)O)cc1

Structural class: the entries above containing a halogen (15)
TCR act,a7 integrin act,TSG101-PTAP inh,S-ASM inh,canonical_smiles
1%,35%,-2%,3%,O=S(=O)(c1ccccc1)C1Cc2ccccc2C1Cl (centres undefined)
-2%,-1%,-1%,0%,CC(C)(C)C(=O)N1CCC2CC1c1cc(Cl)ccc12 (centres undefined)
-2%,1%,-4%,-5%,O=[N+]([O-])c1cccnc1Sc1ccc(Br)cc1
1%,-12%,-6%,3%,Cc1ccc(NC(=O)c2cc(S(=O)(=O)N3CCOCC3)ccc2Cl)cc1S(=O)(=O)N1CCOCC1
-1%,29%,-3%,3%,Cc1cc(CNC(=O)C2(C(F)(F)F)C/C(=C\CCO)CCCO2)nn1C (centres undefined)
8%,2%,-3%,9%,O=C(/C=C/c1cccs1)N1CCC2(CC1)Oc1ccc(Cl)cc1C(=O)C21CC(c2ccc(Cl)cc2)=NO1 (centres undefined)
9%,-59%[inhibitor],-3%,-9%,O=C(Nc1ccc(S(=O)(=O)N2CCOCC2)cc1)c1ccc(Cl)c([N+](=O)[O-])c1
-6%,-9%,-5%,-2%,Clc1cc(-c2ccccc2)nc(-c2ccccc2)n1
5%,11%,-5%,-5%,O=S(=O)(c1cc(Cl)cc(Cl)c1)N1CCC2CC1c1cc(Cl)ccc12 (centres undefined)
2%,30%,-5%,0%,COCCN(C(=O)COC(=O)C(C)(C)Oc1ccc(Cl)cc1)c1c(N)n(Cc2ccccc2)c(=O)[nH]c1=O
-6%,-2%,-5%,121%[activator],CCC1NC(=O)c2ccccc2N1c1cccc(Cl)c1 (centres undefined)
1%,27%,0%,0%,O=C1CCCN1CC(O)CS(=O)(=O)Cc1ccc(Cl)cc1 (centres undefined)
3%,14%,0%,56%[activator],CCOC(=O)c1cc2c(=O)n3ccccc3nc2n(Cc2ccc(Cl)cc2)c1=N
0%,3%,2%,7%,Clc1nc2ccccc2cc1-c1nnn(-c2ccccc2Br)n1
4%,20%,1%,-16%,O=C(OCc1ccccc1Cl)c1cc([N+](=O)[O-])ccc1N1CCOCC1

Screening results: PubChem BioAssay, National Center for Advancing Translational Sciences (NCATS)

An excerpt. The share of hits here may be higher or lower than overall.
